Pol beta inh – qHTS Assay for Inhibitors of DNA Polymerase Beta. Pol beta primer extension/strand displacement, fluorescence kinetic. 1.3% of 340,000 active. Potency, µM (titrated, usually from 114 µM), for the others: at the highest dose activity change, negative = inhibition, usual class: inhibitors; further: on the % scale 0 is the no-effect control and ±100 the full control effect
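Pol beta (10 nM) was preincubated with compound for 15 min at room temperature. The reaction was then started with 50 nM substrate and read immediately and after a further 10 min at room temperature.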
APEX1 inh – qHTS Assay for Inhibitors of the Human Apurinic/apyrimidinic Endonuclease 1 (APE1) | AID 2517, 2012 | recombinant APE1, TAMRA/BHQ-2 abasic DNA cleavage fluorescence | 0.35% of 350,000 active | Potency, µM (titrated, usually from 65.8 µM), inactives show at the top dose activity change, negative = inhibition, actives largely listed as inhibitors;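 further: plate controls were vehicle for no effect and reference inhibitor for full effect; nearly all actives have a fitted effect of over 55% in size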
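Kinetic fluorescence read (525 ex/598 em nm, three reads 60 s apart) of AP-site incision; signal = third minus first read. Enzyme 0.75 nM, dual-labelled THF duplex 50 nM, compound preincubation 15 min RT.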
Pol kappa inh – qHTS for Inhibitors of Polymerase Kappa. DNA polymerase kappa (Homo sapiens), Q9UBT6. purified Pol kappa, fluorescent DNA synthesis assay, 10 min. Potency, µM (series often up to 107 µM), inactives show at the highest dose activity, negative = inhibition, hits mostly inhibitors. 0.53% of 400,000 active; further: on the % scale 0 is the no-effect control and ±100 the full control effect
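Fluorescent qHTS in 1536-well format: enzyme (10 nM) and compound sat 15 min at room temperature before 50 nM substrate (final) was added. Signal taken at 0 and 10 min; no-enzyme buffer wells were negative controls.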
Pol eta inh – qHTS for Inhibitors of Polymerase Eta. recombinant Pol eta, fluorescent DNA replication assay. Potency, µM (doses to about 114 µM), for the others: at the highest dose activity change, negative = inhibition, hits mostly inhibitors. 1.2% of 390,000 active; further: on the % scale 0 is the no-effect control and ±100 the full control effect
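Pol eta at 10 nM preincubated with compounds 15 min at room temperature; reaction started with fluorescent substrate (50 nM final) and read kinetically at 0 and 10 min.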
BLM inh – qHTS Assay for Inhibitors of Bloom's syndrome helicase (BLM) | recombinant BLM DNA unwinding, fluorescence dequenching | Potency, µM (titrated, usually from 56.1 µM), inactives show at the top dose activity change, negative = inhibition, usual class: inhibitors | 0.2% of 350,000 active | AID 2528, 2010;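 further: plate controls were vehicle for no effect and no enzyme for full effect; nearly all actives have a fitted effect of over 35% in size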
JMJD2A Tudor – qHTS Assay for Inhibitors of JMJD2A-Tudor Domain | AlphaScreen JMJD2A-Tudor / H3K4me3 peptide binding | Potency, µM (series often up to 114 µM), without a hit: at the highest dose activity change, negative = inhibition, usual class: inhibitors | 4.4% of 390,000 active; further: on the % scale 0 is the no-effect control and ±100 the full control effect; nearly all actives have a fitted effect of over 50% in size
POLI inh – qHTS for Inhibitors of Polymerase Iota | DNA polymerase iota (Homo sapiens), Q9UNA4 | Pol iota fluorescent replication assay, 10 min | Potency, µM (top dose mostly 115 µM), inactives show at the top dose activity, negative = inhibition, usual class: inhibitors | 1% of 390,000 active
Target sequence (Q9UNA4 whole entry, looked up): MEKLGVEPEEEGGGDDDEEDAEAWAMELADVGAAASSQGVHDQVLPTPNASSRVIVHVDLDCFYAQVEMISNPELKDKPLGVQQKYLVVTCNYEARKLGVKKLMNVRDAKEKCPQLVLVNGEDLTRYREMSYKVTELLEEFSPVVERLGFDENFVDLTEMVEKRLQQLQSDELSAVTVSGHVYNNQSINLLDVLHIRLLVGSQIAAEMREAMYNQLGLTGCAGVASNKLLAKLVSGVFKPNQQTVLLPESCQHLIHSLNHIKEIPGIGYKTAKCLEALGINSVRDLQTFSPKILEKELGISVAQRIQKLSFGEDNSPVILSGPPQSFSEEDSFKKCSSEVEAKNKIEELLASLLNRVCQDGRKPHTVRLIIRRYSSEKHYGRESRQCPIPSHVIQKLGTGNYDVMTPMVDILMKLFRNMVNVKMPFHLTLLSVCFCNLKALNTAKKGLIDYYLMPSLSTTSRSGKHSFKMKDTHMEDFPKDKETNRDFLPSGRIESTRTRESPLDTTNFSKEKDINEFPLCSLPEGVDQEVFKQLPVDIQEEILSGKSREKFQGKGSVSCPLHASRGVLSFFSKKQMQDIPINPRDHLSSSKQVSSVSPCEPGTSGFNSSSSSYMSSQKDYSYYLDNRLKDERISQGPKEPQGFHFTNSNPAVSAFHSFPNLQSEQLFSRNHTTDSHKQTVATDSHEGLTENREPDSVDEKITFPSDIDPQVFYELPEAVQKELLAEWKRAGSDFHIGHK
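Fluorescent replication assay read twice, at 0 min and 10 min after adding 50 nM (final) substrate. Enzyme (10 nM) and compounds were first incubated 15 min at room temperature; enzyme-free buffer wells were negative controls.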
G9a block – qHTS Assay for Inhibitors of Histone Lysine Methyltransferase G9a. Histone-lysine N-methyltransferase EHMT2 (Homo sapiens), Q96KQ7. G9a H3K9 monomethylation, AlphaScreen, 2 h. Potency, µM (titrated, usually from 102 µM), without a hit: at the top dose activity, negative = inhibition, actives largely listed as inhibitors. 8.8% of 350,000 active. AID 504332, 2011; further: on the % scale 0 is the no-effect control and ±100 the full control effect; nearly all actives have a fitted effect of over 75% in size
Target sequence (Q96KQ7 913-1193 limits assumed): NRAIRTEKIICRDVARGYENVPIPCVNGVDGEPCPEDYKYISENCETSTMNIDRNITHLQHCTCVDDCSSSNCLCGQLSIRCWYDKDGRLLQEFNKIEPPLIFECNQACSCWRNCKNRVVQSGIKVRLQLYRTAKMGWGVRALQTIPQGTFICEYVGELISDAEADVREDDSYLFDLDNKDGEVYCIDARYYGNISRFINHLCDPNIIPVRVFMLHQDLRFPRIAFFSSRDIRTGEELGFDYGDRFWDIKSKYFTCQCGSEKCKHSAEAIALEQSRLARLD
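Chemiluminescent proximity detection of H3K9 monomethylation, read after 10 min bead incubation in the dark. Reaction: 20 nM G9a, 500 nM biotin-H3K9 peptide, 20 uM SAM cofactor, 2 h, room temperature, following 15 min enzyme-compound preincubation.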
BAZ2B inh – qHTS Assay for Inhibitors of BAZ2B; Bromodomain adjacent to zinc finger domain protein 2B (Homo sapiens), Q9UIF8; AlphaScreen BAZ2B-H3K14Ac peptide displacement; Potency, µM (doses to about 114 µM), for the others: at the top dose activity change, negative = inhibition, usual class: inhibitors; 4.4% of 360,000 active; further: on the % scale 0 is the no-effect control and ±100 the full control effect; nearly all actives have a fitted effect of over 60% in size
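BAZ2B (50 nM) with biotin-H3(5-23)K14Ac peptide (50 nM) in PBS pH 7.4, 0.01% Tween-20, preformed 30 min, then compound 30 min at room temperature; top concentration 110uM. AlphaScreen streptavidin donor/nickel chelate acceptor beads (10 ug/mL final), 20 min dark, signal read.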
* marks the source's active call; other numbers are inactive results; ? = inconclusive; nt = not tested or not shown; [ ] = dose if it differs, or a comment. The call rests on the fitted dose curve; in most records, active means well fitted curve in the direction sought with a large enough effect; inconclusive means small, poorly fitted or top-dose-only effect, or another doubt; inactive means no such curve, though single readings can be large; an effect the other way counts as inactive or inconclusive. Potency means the concentration at half of the fitted maximal effect.

Pol beta inh,APEX1 inh,Pol kappa inh,Pol eta inh,BLM inh,JMJD2A Tudor,POLI inh,G9a block,structure,BAZ2B inh
?,-2%,-12%,-5%,-6%,-19%,-27%,-8%[2.33 µM],CN(C)S(=O)(=O)c1ccc(N)c([N+](=O)[O-])c1,-3%
4%,-4%,-4%,-11%,-1%,-8%,8%,-25%[59 µM],O=C(Nc1cccnc1)c1cc(F)cc(F)c1,9%
nt,20%,2%,-16%,nt,6%,2%,0%[12.7 µM],Cc1cccc(OCCNS(=O)(=O)c2ccc(Cl)cc2)c1,51%[activator]
-5%,-1%,-16%,-7%,2%,-18%,4%,-9%[12.7 µM],O=C(CSc1nc(-c2ccco2)cc(C(F)(F)F)n1)Nc1ccc2c(c1)CCC2,12%
?,4%,-24%,1%,-24%,-14%,?,nt,N/C(=N\S(=O)(=O)c1cc(C(F)(F)F)cc(C(F)(F)F)c1)c1ccc(Cl)cc1,7%
60%,-9%,-5%,-9%,-1%,3%,5%,26%[59 µM],COc1ccccc1CNS(=O)(=O)c1c(C(=O)N2CCCC2)c(C)n(C)c1C,-14%
11%,-2%,-18%,-6%,-5%,-2%,18%,11%[12.7 µM],COc1cc(OC)cc(C(=O)NCc2nc(-c3ccccc3)no2)c1,-4%
-6%,-6%,-9%,-2%,-11%,0%,85%[activator],14%,COc1ccc(-c2nnc(SCC(=O)Nc3cc(C)on3)o2)cc1,-31%
16%,-5%,-12%,-1%,-11%,-28%,76%[activator],25µM*,CC1=CC(=O)C=C(C)C1=NOc1ccccc1[N+](=O)[O-],1%
0%,0%,-5%,-4%,0%,-10%,-3%,9%,N=C(N)SCC1=CCS(=O)(=O)C1,0%
0%,3%,-2%,-16%,1%,3%,51%[activator],0%,COc1ccccc1OCC(=O)NNC(=O)Nc1ccc(Cl)cc1,-1%
5%,?,-18%,-4%,0%,-4%,-12%,-24%,O=C(COC(=O)c1ccc(Cl)c(S(=O)(=O)N2CCCCC2)c1)NCC1CCCO1 (stereo unspecified),10%
nt,41%,-2%,-17%,nt,-10%,16%,-31%,COc1ccc(NC(=O)CN(C)C(=O)CNC(=O)c2ccc3ccccc3c2)cc1,-1%
2%,2%,3%,-9%,-1%,-16%,?,9%[59 µM],O=C(NC(CSSCC(NC(=O)c1ccccc1)C(=O)O)C(=O)O)c1ccccc1 (stereo unspecified),-5%
nt,-11%,8%,-12%,nt,-21%,9%,-13%[12.7 µM],Cc1ccc(NC(=O)CCNC(=O)c2ccc([N+](=O)[O-])cc2)cc1S(=O)(=O)N1CCOCC1,9%
17%,-4%,11%,-2%,2%,-5%,10%,6%,CCn1cc(C(=O)N2CCOCC2)c(=O)c2cc(S(=O)(=O)N(C)C)ccc21,10%
2%,5%,-12%,-18%,-1%,-6%,15%,?,C/C(=N\NC(=O)c1ccc(Cn2cc([N+](=O)[O-])cn2)o1)c1cccc(NC(=O)C(C)C)c1,-20%
nt,nt,13%,-6%,nt,40µM*,?,nt,O=C(Cn1cc(COc2c(F)c(F)cc(F)c2F)nn1)c1ccc(O)cc1,nt
23%,5%,-1%,-17%,-4%,7%,122%[activator],37%[59 µM],Cc1c(Cc2ccccc2)c(=O)oc2cc(OCC(=O)c3ccccc3)ccc12,-1%
-10%,63%[activator],-12%,-5%,3%,4%,-14%,34%[activator],COc1cccc2c1Oc1ncccc1N(C(=O)CCC(=O)NCc1ccc(F)cc1)C2,-15%
7%,1%,-6%,8%,-6%,2%,-17%,103%[activator][59 µM],COc1ccccc1NC(=O)CSc1nc2ccccc2cc1Cc1ccccc1,-4%
nt,14%,-16%,-23%,nt,-5%,18%,6%[59 µM],CC(NC(=O)c1cccc(S(=O)(=O)N2CCc3ccccc3C2)c1)c1ccco1 (stereo unspecified),2%
11%,8%,-19%,-15%,-1%,-10%,12%,-6%[59 µM],O=C(NC1CCCCC1)c1sc(N2CCOCC2)nc1-c1ccccc1,4%
nt,34%,-1%,-15%,nt,-24%,11%,35µM*,CCC1(c2ccccc2)NC(=O)N(CC(=O)Nc2cc(Cl)ccc2N2CCOCC2)C1=O (stereo unspecified),-22%
27%,5%,-13%,-15%,0%,-15%,16%,15%,O=C(N/N=C/c1cccc(F)c1)NC1CCCCC1,-6%
25%,?,-3%,4%,1%,-5%,90%[activator],42%[activator],COc1cc(CC(NC(C)=O)C(=O)NC2CCN(S(=O)(=O)c3ccc(NC(C)=O)cc3)CC2)cc(OC)c1 (stereo unspecified),2%
60%,13%,1%,-3%,-3%,2%,-17%,-49%,OCCN1CCN(CC(O)C(F)(F)F)CC1 (stereo unspecified),-5%
-26%,0%,-7%,-15%,-13%,-29%,18%,?,CCN(CC)Cc1c(C(=O)N/N=C/c2cccc(OCc3ccc(F)cc3)c2)nnn1-c1nonc1N,-12%
nt,-33%,?,?,nt,-21%,?,nt,COc1ccc(OC)c(NC(=O)COC(=O)/C=C/c2ccco2)c1,nt
8%,-8%,-4%,-13%,-4%,-22%,-6%,-5%,COc1ccccc1NC(=S)NC(=O)c1ccc(-c2ccc(Cl)cc2)o1,10%[57.1 µM]
nt,nt,7%,1%,nt,-9%,10%,nt,CC(C)CCNC(=O)C1CC(c2ccccc2[N+](=O)[O-])=NO1 (stereo unspecified),nt
14%,-2%,0%,-13%,-2%,-27%,-6%,2µM*,Cc1ccc(-n2c(C3CC3c3ccc(Cl)cc3)n[nH]c2=S)cc1 (stereo unspecified),-28%
-4%,1%,-4%,-8%,-8%,35µM*,5%,11µM*,CCOc1nc(Nc2ccc(OC)c(Cl)c2)nc(N2CCN(c3ccc(OC)cc3)CC2)n1,11µM*
11%,0%,-14%,0%,6%,-21%,33%[activator],-5%[59 µM],COc1ccc(S(=O)(=O)Nc2cccc(N(C)S(C)(=O)=O)c2)cc1C,13%
50%[activator],12%,-20%,1%,-2%,-34%,95%[activator],nt,O=C(COc1ccc(S(=O)(=O)N2CCCC2)cc1)Nc1ccc2c(c1)OCCO2,-13%
6%,2%,-10%,-11%,-18%,32µM*,10%,?,Oc1ccc(NC(=S)N=Nc2c(O)[nH]c3ccc(Br)cc23)cc1,20µM*
12%,4%,-16%,1%,0%,-8%,6%,nt,Nc1nnc(SCC(=O)Nc2ccc(N3CCOCC3)c(Cl)c2)s1,2%
6%,-6%,-9%,-18%,-1%,-1%,-4%,41%,COc1cc(C=O)cc(Cl)c1OC(=O)N1CCOCC1,5%
-3%,-1%,-13%,-13%,-5%,-6%,5%,21%,COc1cccc(-n2nc(-c3ccnn3-c3ccccc3)c(=O)n(C)c2=O)c1,6%
3%,1%,0%,-4%,-3%,5%,-8%,-10%,Cc1ccc(CCN2C(=O)CCC2(C)C(=O)NCc2cccnc2)cc1 (stereo unspecified),10%
35%,-36%,0%,-18%,0%,?,-20%,?,O=C(Nc1ccccc1C(=O)O)c1ccc2c(c1)C(=O)N(c1cccc([N+](=O)[O-])c1)C2=O,-10%
nt,6%,-9%,-12%,nt,-8%,-9%,?,COc1ccc(CCC(=O)N2CCN(S(=O)(=O)c3ccc(OC)cc3)CC2)cc1,-2%
-10%,nt,-18%,-6%,-7%,-25%,-4%,-12%[59 µM],O=C(CCN1C(=O)c2ccccc2Sc2ncccc21)Nc1ccc(F)cc1F,-36%
-11%,-6%,-10%,-2%,-1%,4%,63%[activator],6%,O=C(Nc1nc(-c2ccccc2)nc2ccccc12)c1ccc(F)cc1,0%
29%,32%,-2%,-12%,-1%,?,-9%,8.9µM*,CC1CCc2c(sc(NC(=O)CCC(=O)O)c2C(=O)NC2CC2)C1 (stereo unspecified),-36%
?,1%,11%,-10%,-9%,-10%,17%,5%[59 µM],C[C@@H]1CC=C[C@H]2[C@H]1C(=O)N(Cc1ccccc1)[C@H]2c1ccc(F)c(/C=C/c2ccccc2)c1,0%
0%,-1%,4%,-11%,-6%,-24%,-4%,?,COc1ccc(C(CNC(=O)c2ccc3c(c2)C(=O)N(CCC(C)C)C3=O)N2CCOCC2)cc1 (stereo unspecified),-37%
nt,12%,6%,-5%,nt,-10%,-13%,20%[2.33 µM],Cc1ccc(CNC(=O)c2ccc(N3CCC4(CC3)CC(c3ccccc3)=NO4)c(NC(=O)c3ccc(Cl)c([N+](=O)[O-])c3)c2)cc1,7%
nt,5%,11%[60.1 µM],nt,0%,nt,nt,15%[12.7 µM],CN1CCC2(CC1)CCN(C(=O)c1cc(C(F)(F)F)cc(C(F)(F)F)c1)CC2,nt
nt,2%,10%[60.1 µM],nt,-3%,nt,nt,7%[12.7 µM],CC(C)NC(=O)N1CCC2(CC1)CCN(C(=O)c1ccco1)CC2,nt

Compound profiles, as listed above.
`COc1cc(C=O)cc(Cl)c1OC(=O)N1CCOCC1` reads Pol beta inh = 6%; APEX1 inh = -6%; Pol kappa inh = -9%; Pol eta inh = -18%; BLM inh = -1%; JMJD2A Tudor = -1%; POLI inh = -4%; G9a block = 41%; BAZ2B inh = 5%
`O=C(Nc1nc(-c2ccccc2)nc2ccccc12)c1ccc(F)cc1` reads Pol beta inh = -11%; APEX1 inh = -6%; Pol kappa inh = -10%; Pol eta inh = -2%; BLM inh = -1%; JMJD2A Tudor = 4%; POLI inh = 63%[activator]; G9a block = 6%; BAZ2B inh = 0%
`O=C(CCN1C(=O)c2ccccc2Sc2ncccc21)Nc1ccc(F)cc1F` reads Pol beta inh = -10%; APEX1 inh = nt; Pol kappa inh = -18%; Pol eta inh = -6%; BLM inh = -7%; JMJD2A Tudor = -25%; POLI inh = -4%; G9a block = -12%[59 µM]; BAZ2B inh = -36%

High-throughput results (PubChem)

These rows are one share of the data. The share of hits here may be higher or lower than overall.
